Giardia kill – Giardia lamblia killing; Giardia lamblia trophozoite viability; activity change, % at 7.66 µM, hits read low; 340,000 tested, 0.15% active; in the data active means activity change below about -80%; inconclusive means between about -30% and that limit;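 further: parasites exposed to compound for two days anaerobically before the ATP read; on the % scale 0 is the no-effect control and ±100 the full control effect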
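Viability, read as ATP luminescence: trophozoites at 100 cells/well, compound added, 48 hrs anaerobic at 37 deg C, then 15-30 min room-temperature development before reading.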
hERG WT inh – inhibitors of human wildtype KCNH2 potassium channel; Q12809; U2OS, BacMam KCNH2, thallium flux FluxOr; active compounds read low; activity change, % at 1.84 µM; 340,000 tested, 0.37% active;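 active means maximum activity change below -70%; inconclusive means maximum activity change between -70% and -50%; inactive means maximum activity change above -50%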; further: on the % scale 0 is the no-effect control and ±100 the full control effect
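U2OS cells were transduced with wild-type KCNH2 virus (2.03 x 10^8 / mL) for 4 h at room temperature, then cultured overnight at 37 C. Thallium flux was read with FluxOr dye. Rate constants were normalized to DMSO controls.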
TRPV1 ag – activates the human vanilloid receptor TRPV1; Q8NER1; TRPV1-expressing cells, Fluo-8 calcium influx, agonist mode; activation, % at 8.33 µM; 320,000 tested, 0.19% active; in the data active means activation above about 80%; inconclusive means between about 30% and that limit; further: 0% is about no effect
Target sequence (Q8NER1 whole entry, looked up): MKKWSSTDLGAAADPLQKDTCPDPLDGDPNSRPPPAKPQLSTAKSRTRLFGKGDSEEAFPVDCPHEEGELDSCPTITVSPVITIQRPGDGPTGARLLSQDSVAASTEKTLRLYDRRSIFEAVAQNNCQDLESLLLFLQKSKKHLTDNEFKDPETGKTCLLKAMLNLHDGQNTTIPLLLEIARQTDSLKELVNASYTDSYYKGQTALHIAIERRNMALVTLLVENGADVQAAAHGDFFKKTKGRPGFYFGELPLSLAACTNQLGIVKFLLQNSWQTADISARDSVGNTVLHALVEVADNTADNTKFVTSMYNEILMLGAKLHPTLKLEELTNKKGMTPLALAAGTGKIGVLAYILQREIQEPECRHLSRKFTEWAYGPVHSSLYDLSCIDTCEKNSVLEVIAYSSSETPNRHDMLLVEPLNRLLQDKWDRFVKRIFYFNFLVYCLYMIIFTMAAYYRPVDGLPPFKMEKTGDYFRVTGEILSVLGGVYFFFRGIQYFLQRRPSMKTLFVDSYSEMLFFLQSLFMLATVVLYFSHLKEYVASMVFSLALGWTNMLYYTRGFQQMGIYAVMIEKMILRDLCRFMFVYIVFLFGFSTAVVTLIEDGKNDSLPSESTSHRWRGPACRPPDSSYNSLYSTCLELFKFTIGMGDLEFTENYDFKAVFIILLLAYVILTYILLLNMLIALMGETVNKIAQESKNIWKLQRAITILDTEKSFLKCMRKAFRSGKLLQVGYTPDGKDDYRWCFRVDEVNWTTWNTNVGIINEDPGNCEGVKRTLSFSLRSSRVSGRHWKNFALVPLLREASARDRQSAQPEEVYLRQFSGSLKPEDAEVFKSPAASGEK
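Fluo-8 calcium influx in TRPV1-expressing cells, kinetic read (ex 480/em 520 nm). Compound added and read 3 min for agonist activity, followed by capsaicin at EC20 final and 2 min further read for enhancement.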
Menin MLL FP TR – displaces Texas Red mutant MLL peptide from human menin. O00255. Potency, µM (series often up to 61.6 µM), for inactives: top-dose FP activity change, negative = inhibition, usual class: inhibitors. 270,000 tested, 0.23% active. AID 1768. Menin + Texas Red MLL mutant peptide, fluorescence polarization; active means well fitted inhibition curve with a large enough effect in the polarisation, with a control signal flat, not every such curve was filed as active; inconclusive means small, poorly fitted or top-dose-only effect, or effect the other way, or a change in a side signal; inactive means no such curve, though single readings can be large or run the other way; the % refers to the polarisation; further: potency means the concentration at half of the fitted maximal effect; % of control where 0% means no effect; many of its hits are not listed in these tables
CXXC DNA block – inhibitors of human MLL CXXC domain-DNA interaction; AID 2662; 290,000 tested, 0.037% active; Potency, µM (highest dose often 115 µM), for the others: top-dose activity change, negative = inhibition, most hits filed as inhibitors; MLL-CXXC / FITC-HOXA9 DNA fluorescence polarization; active means well fitted inhibition curve with a large enough effect in the polarisation, with a control signal flat, not every such curve was filed as active; inconclusive means small, poorly fitted or top-dose-only effect, or effect the other way, or a change in a side signal; inactive means no such curve, though single readings can be large or run the other way; the % refers to the polarisation; further: potency means the concentration at half of the fitted maximal effect
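Steps: dispense CXXC domain solution (7 uM) → pin compounds or unlabeled HOX-A9 DNA control → 5 min ambient → add FLSN-HOX-A9 solution (50 nM) → spin → 30 min ambient → fluorescence polarization. Tris pH 7.5/NaCl/DTT/BSA buffer.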
USP2a inh – inhibitors of human ubiquitin-specific protease USP2a; Potency, µM (titrated, usually from 38.3 µM), inactives show at the highest dose activity change, negative = inhibition, usual class: inhibitors; O75604; 330,000 tested, 0.01% active; USP2 core, Ub-CHOP2 coupled fluorogenic reporter, 485/531;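 further: potency means the concentration at half of the fitted maximal effect; plate controls were DMSO wells for no effect and full inhibition by NEM control for full effect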
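Deubiquitinase activity read as fluorescence (485/531 nm) after Ub-CHOP2 cleavage activates the enterokinase reporter on its substrate; USP2 core 10nM, Ub-CHOP2 and substrate 25nM each, 30min compound preincubation then 60min RT; data normalized to NEM, curves fitted.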
Coupling enz – coupling enzyme interference in Giardia aldolase counter-screen; coupling enzyme system counterscreen, AmpLite Red fluorescence; activity change, negative = inhibition, % at 58.2 µM, hits read low; 290,000 tested, 0.67% active; AID 2472; in the data active means activity change below about -30%; further: on the % scale 0 is the no-effect control and ±100 the full control effect
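Compounds tested against the coupling enzymes alone at 57.5 uM final; readout was AmpLite Red fluorescence (525/598 nm) after 20 min at RT.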
KCNH2 3.1 inh – KCNH2 3.1 (human) potassium channel inhibition; U2OS KCNH2 3.1, thallium flux FluxOr; active compounds read low; 340,000 tested, 0.95% active; activity change, % (tested at about 1.8 µM);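 active means maximum activity change below -70%; inconclusive means maximum activity change from -70% to -50%; inactive means maximum activity change above -50%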;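 further: thallium influx rate constant from kinetic fluorescence after stimulation buffer; on the % scale 0 is the no-effect control and ±100 the full control effect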
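Kinetic fluorescence (2 min after stimulation buffer) measures Tl+ influx through KCNH2 3.1 expressed by viral transduction in U2OS cells; the rate constant is normalized against DMSO controls serving as positive and negative references.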
GALK inhibitor – inhibitors of human galactokinase | P51570 | Purified GALK, Kinase-Glo residual ATP luminescence | Potency, µM (series often up to 57.5 µM), inactives show at the top dose activity change, negative = inhibition, most hits filed as inhibitors | 270,000 tested, 0.007% active | AID 1868; further: potency means the concentration at half of the fitted maximal effect; on the % scale 0 is the no-effect control and ±100 the full control effect
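Galactose (100 uM) and ATP (35 uM) were turned over by 5 nM GALK for 1 h at RT. Kinase-Glo Plus then converted the remaining ATP into a luminescent signal.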
PKM2 activator – PKM2 (human) enzyme activation; P14618; 260,000 tested, 0.34% active; AID 1631; Potency, µM (series often up to 57.5 µM), inactives show at the top dose activation, hits mostly activators; purified PKM2, Kinase-Glo ATP luminescence, activation; response scale: 0% is enzyme alone, no compound; further: potency means the concentration at half of the fitted maximal effect; on the % scale 0 is the no-effect control and ±100 the full control effect; nearly all actives have a fitted effect of over 55% in size
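Purified hPK-M2 (>95% pure) converted ADP (0.1 mM final) to ATP with 0.5 mM PEP in 50 mM imidazole pH7.2, KCl, MgCl2, Tween 20, BSA; 1 h at room temperature. ATP detected by Kinase-Glo luminescence.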
B2AR arrestin – agonists driving beta-arrestin recruitment to human beta2-adrenergic receptor | P07550 | beta-arrestin recruitment to beta2AR, cell-based reporter | Potency, µM (titrated, usually from 46.1 µM), for the others: top-dose activation, usual class: activators | 330,000 tested, 0.02% active;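 further: potency means the concentration at half of the fitted maximal effect; 0% = DMSO controls and full agonism = EC100 isoproterenol or metaproterenol; nearly all actives have a fitted effect of over 65% in size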
Numbers without * were called inactive; i = inactive; ? = inconclusive; / = not tested or not shown; [ ] = dose if it differs, or a comment. Unless noted, the call rests on the fitted dose curve; in most records, active means well fitted curve in the direction sought with a large enough effect; inconclusive means small, poorly fitted or top-dose-only effect, or another doubt; inactive means no such curve, though single readings can be large; an effect the other way counts as inactive or inconclusive.

Compound,Giardia kill,hERG WT inh,TRPV1 ag,Menin MLL FP TR,CXXC DNA block,USP2a inh,Coupling enz,KCNH2 3.1 inh,GALK inhibitor,PKM2 activator,B2AR arrestin
O=C(c1cccc(Cl)c1)C1CCCN(C(=O)c2ccc3c(c2)OCO3)C1 (stereo unspecified),-18,1,11,/,3%,1%,/,-20,-5%,/,-0.9%
O=C(N/N=C/c1ccc(O)cc1O)C(=O)N/N=C/c1ccc(O)cc1O,-9,16,-3,?,85%[activator],0%,0,-18,-2%,5%,-1.0%
CC(C)OC(=O)c1ccc(N2CCN(c3ccccc3F)CC2)nc1,3,7,1,9%,28%,0%,-1,-21,/,/,0.5%
CC(C)Oc1cccc(C(=O)N/N=C/c2coc3ccccc3c2=O)c1,3,-6,-3,/,-2%,4%,/,-13,-3%,1%,-0.2%
COC(=O)c1cc2c(=O)n3cccc(C)c3nc2n(Cc2cccnc2)c1=N,/,/,1,-4%,25%,0%,-4,/,-3%,-3%,0.5%
Cc1ccc(/C=N/NC(=O)c2cccnc2)s1,-12,-2,-2,/,-2%,9%,3,1,1%,2%,-0.5%
COCCn1cnnc1SCC(=O)Nc1cccc(S(=O)(=O)N2CCCCC2)c1,-1,-9,0,/,/,-2%,/,-3,/,/,0.1%
Cn1cc(C(=O)c2ccc(F)cc2)cc1-c1nc2ccccc2n1C,-17,-5,4,5%,-2%,0%,0,-15,1%,-6%,-0.5%
Cc1ccc(S(=O)(=O)N2[C@@H](c3ccccc3F)C(C(=O)O)=CC[C@H]2c2ccc(Cl)c(Cl)c2)cc1,?,-4,16,/,/,11µM*,/,11,/,/,-0.1%
CCCc1ccc2oc(C(=O)N3CCN(CCC(N)=O)CC3)c(C)c2c1,-11,-6,?,-1%,-14%,0%,1,-2,2%,-2%,0.0%
CN(C(=O)c1ccc(NC(=O)Cc2ccc([N+](=O)[O-])cc2)cc1)C1CCCC1,-2,-3,/,/,/,0%,/,9,/,/,-0.1%
COc1ccc(-c2nc(=S)c3ccc4ccccc4c3[nH]2)cc1,-15,?,-4,?,6%,0%,0,17,1%,0%,-0.2%
O=C1CN(C(=O)CC2c3ccccc3-c3ccccc32)CC(=O)N1,4,-3,1,11%,-1%,1%,1,-15,-1%,-2%,-0.3%
CCCCCCCCNC(=O)/C(C#N)=C/c1ccc(SC)cc1,10,2,22,-5%,1%,-1%,3,1,-2%,-4%,-2.0%
COc1ccc([C@]23Cc4cc(C#N)ccc4C(O2)c2c(cc(-c4ccccc4)oc2=O)O3)cc1,/,/,i,?,-6%[23 µM],0%[7.66 µM],1,/,/,-10%[11.5 µM],0.0%[9.22 µM]
Cc1cc(C)n(-c2nc(-c3cccc(Cl)c3)cs2)n1,-22,-2,-1,7%,2%,-2%,0,-6,3%,-2%,4.2%
CCOc1ccc(N(CC(=O)NC2CCCC2)C(=O)Cn2nnc(-c3ccc(C)o3)n2)cc1,-9,-4,1,-19%,-2%,0%,-2,-6,-5%,-5%,0.2%
O=C(c1ccc(NC2=NC3CS(=O)(=O)CC3S2)cc1)N1CCN(c2ccccc2)CC1 (stereo unspecified),13,2,1,0%,/,0%,1,4,/,-10%,0.1%
Cc1ccc(OCCNC(=O)C2CC(=O)N(Cc3ccccc3)C2)cc1 (stereo unspecified),-8,0,14,/,/,2%,/,11,/,/,-0.2%
Cc1ccc(S(=O)(=O)ON2C(=O)c3ccccc3C2=O)c(C)c1,1,0,-2,1%,-8%,1%,-4,5,0%,4%,0.1%
c1ccc2c(NCCCN3CCOCC3)c3ccccc3nc2c1,/,/,2,-16%,?,5%,-2,/,-2%,-1%,-0.4%
CC(C)(C)/C=N/NC(=O)C1CC1,1,-7,3,/,-5%,1%,0,27,-3%,1%,-0.7%
O=C(Cn1c2ccc(F)cc2c2nc3n(c(=O)c21)CCS3)NC1CCCC1,-5,-2,6,-12%,-2%,-1%,0,-1,-2%,-3%,0.3%
COc1ccc(CNC(=O)/C=C/c2ccc(OCCCF)cc2)cc1OC,3,-9,?,-16%,-7%,1%,-4,12,6%,-1%,0.4%
CC(C)=CCC[C@](C)(OC1OC(COC2OCC(O)C(O)C2O)C(O)C(O)C1O)C1CC[C@]2(C)C1C(O)CC1[C@@]3(C)CCC(O[C@@H]4O[C@H](CO)C(O)C(O)C4O[C@@H]4OC(CO)C(O)C(O)C4O)C(C)(C)C3CC[C@]12C (stereo partly specified),6,-10,/,/,/,4%,/,-13,/,/,-0.2%
CCOC(=O)c1sc(=S)n(-c2ccccc2)c1SC,-3,-1,3,8%,-5%,1%,0,-3,-4%,-2%,-0.2%
Cc1cc(C)nc(N(C#N)Cc2ccccc2Cl)n1,-14,0,/,8%[11.7 µM],-4%,0%,7,-3,1%,-1%,0.4%
CC(=O)Nc1ccc(S(=O)(=O)N2CCC(C(=O)O)CC2)cc1,22,i,1,-5%,-3%,2%,3,-7,3%,-7%,-0.7%
Cc1cc2nnc(SCC(=O)NCC(c3ccccc3)N(C)C)n2c2ccccc12 (stereo unspecified),-5,4,1,/,-8%,2%,/,2,-5%,-8%,0.1%
COc1cc(OC)c(NC(=O)C2CCN(S(=O)(=O)c3ccc4c(c3)CC(C)N4C(C)=O)CC2)cc1Cl (stereo unspecified),3,18,-2,29%,4%,1%,-2,16,0%,0%[0.46 µM],0.0%
Cc1cnc(NC(=O)Cc2ccccc2F)s1,-14,-11,2,14%,1%,0%,2,7,10%,2%,-0.5%
Cc1noc(C)c1C(=O)N(CC(=O)Nc1ccccc1Br)Cc1ccco1,24,7,1,/,/,2%,/,6,/,/,?
COc1cc(C(=O)N(Cc2ccc(C)o2)C2CCS(=O)(=O)C2)cc(OC)c1OC (stereo unspecified),1,1,-1,-2%,4%,2%,1,11,-1%,/,-0.8%
Cc1cc(C)nc(SCCc2ccncc2)n1,6,-3,4,-25%,9%,0%,4,13,3%,-16%,-0.1%
CCCCCCn1c(NCC)nc2c1c(=O)n(C)c(=O)n2C,13,-4,-1,-1%,18%,0%,-1,-4,-1%,-17%,0.0%
CCCN(CC1CC1)C(=S)Nc1ccc(Oc2ccccc2)cc1,4,3,4,15%,2%,4%,4,1,-1%,1%,-0.6%
COc1ccccc1C(=O)Oc1ccccc1C(=O)Nc1ccccc1,-1,-10,1,28%,54%[activator],4%,3,-3,0%,3%,-0.2%
CCNCC(O)COCC(O)CNCC (stereo unspecified),-15,3,-9,-5%,-3%,-1%,3,?,-6%,1%,-0.5%
O=C(CC1C(=O)NCCN1Cc1cccc(C(F)(F)F)c1)NCCCOc1cccnc1 (stereo unspecified),11,3,-2,/,36%[activator],2%,/,-22,3%,/,-0.2%
O=c1[nH]c2cc(Br)cnc2nc1/C=C(\O)c1ccc(F)cc1,17,6,5,?,?,4%,2,-20,-2%,0%,-0.4%
O=C(/C=C/c1cccc([N+](=O)[O-])c1)N1CCOCC1,-2,11,21,2%,19%,1%,1,-7,0%,-16%,-0.7%
c1cc(-n2cnnn2)ccc1NC1=NCCC1,-19,1,-1,3%,3%,1%,1,-5,-2%,?,0.0%
NC(=O)CC(NC(=O)Cc1cccc2ccccc12)c1ccc(N2CCC(Cc3ccccc3)CC2)c([N+](=O)[O-])c1 (stereo unspecified),-25,-7,-2,?,-5%,1%,0,-7,/,6%,-1.2%

From PubChem BioAssay

This is a subset, so the mix of outcomes need not match the whole.
